Source: PubChem (several laboratories)
T cell HTS: modulators of CD8 T cell-vesicle binding, primary screen, mouse 2C CD8+ T cells, flow cytometry. calls only at 7 µM. AID 2052, 2009. actives 0.068% (n = 330,000). 2C CD8+ T cell-vesicle binding; stronger effect = lower value;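 active = response, share of CD8 T cells binding vesicles, and their 90th percentile fluorescence all below set limits, cut at about 80% in these data, passing the limit was not always enough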
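Read-out – percent CD8+ FL2 mean versus row control · System – murine 2C transgenic CD8+ T lymphocytes · Times – 1.5 h cell–vesicle binding at 37 °C, then 20 min icy labelling · Control set – naked vesicles low, QL9 vesicles with vehicle high · Detection – cytometric PE anti-B7-1 and Alexa647 anti-CD8 signals after 1% paraformaldehyde fixation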
PMI inhibitors: inhibitors of human PMI, primary screen, biochemical, fluorescence intensity, coupled assay (AID 1209); Mannose-6-phosphate isomerase (Homo sapiens); actives 0.42% (n = 190,000); purified PMI enzyme, coupled fluorescence intensity; higher % means a stronger effect; inhibition, % at 20 µM, or IC50 in µM where a hit was titrated;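 also: plate controls were DMSO vehicle for no effect and wells lacking substrate for full effect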
Lipid droplet: inhibitors of hepatocyte lipid droplet formation, primary screen, imaging, high-throughput imaging, BODIPY stain. AML12 mouse hepatocytes, oleate lipid droplets. inhibition, % at 6.5 µM. actives 0.4% (n = 240,000). AID 1656, 2009;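 active = lipid droplet intensity inhibited by at least 50%, with more than 500 cells counted; inconclusive = wells with under 300 cells, treated as cytotoxic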
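Test system: AML12 mouse liver cells; schedule: overnight exposure; technique: high-content imaging of BODIPY-stained droplets and DAPI nuclei; read-out: % inhibition of corrected integrated BODIPY droplet signal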
PMI inhibition: human PMI inhibitors, high substrate, primary screen, biochemical, fluorescence intensity, high mannose 6-phosphate (AID 1220). actives 0.66% (n = 190,000). inhibition, % at 20 µM; hits with a dose series show IC50 in µM. recombinant PMI enzyme, coupled fluorescence intensity; higher % means a stronger effect
Autophagy mod: autophagy modulators in MEF cells, primary screen, imaging, high-content, MEF GFP-LC3. MEF GFP-LC3 puncta imaging; test concentration mostly 10 µM. calls only at 10 µM (by protocol). actives 0.98% (n = 190,000);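 active = percentage of spot-positive cells more than 3 SD above its plate mean, without a fluorescence outlier flag or 80% toxicity; inconclusive = no clear call, values can overlap the other calls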;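 also: spot-positive cell cutoff set from DMSO-treated cells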
bCat nuc transl: modulators of beta-catenin nuclear translocation, primary screen, imaging, HeLa cells, immunofluorescence, high-content | nuclear translocation activity, % at 5 µM | actives 0.3% (n = 190,000);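 active = nuclear translocation activity above 50% at 5 µM, with a well cell count of 50 or more; inconclusive = wells under 50 cells across six images, flagged as toxic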;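 also: per-cell ratio of nuclear to cytoplasmic median beta-catenin stain intensity; plate controls were DMSO negative control for no effect and GSK-3 inhibitor IX positive control for full effect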
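Technique: fluorescence imaging of beta-catenin antibody stain plus DAPI / Material: human HeLa cell line / Incubation: compound treatment 24 h, 37°C, 5% CO2 / Read-out basis: % activation of per-cell nuclear versus cytoplasmic median beta-catenin signal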
Ins promoter up: insulin promoter activators in MIN6 cells, imaging, high-content screening, mouse beta cells. MIN6 insulin promoter-GFP reporter; stronger effect = higher value. actives 0.3% (n = 190,000). z-score at 5 µM;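 active = z-score above 3 at 5 µM with at least 500 cells counted in the well; inconclusive = wells under 500 cells, flagged as cytotoxic or low count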
MT stabilize HCS: microtubule stabilizers in HeLa cells, primary screen, imaging, high-content imaging. HeLa tubulin immunostaining HCS, 24 h; share of cells brighter than vehicle mean+2SD. % tubulin-high responders, % at 10 µM. actives 0.83% (n = 200,000). AID 2205, 2009;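 active = plate Z-score above 3 for both tubulin-high and condensed-nucleus cell shares, with cell loss under 80%, at 10 µM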;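 also: anti alpha tubulin signal scored within the nucleus-defined area of each cell; some results filed as inactive read as strong as hits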
TNAP activation fold: human TNAP enzyme activators, primary screen, biochemical, luminescent, no phosphate acceptor, uHTS (AID 1001); Alkaline phosphatase, tissue-nonspecific isozyme (Homo sapiens); purified TNAP, luminescent activation assay, no phosphate acceptor; higher activation fold means a stronger effect; activation fold at 20 µM; hits with a dose series show EC50 in µM; actives 0.03% (n = 200,000); in the data active = activation fold from about 3, or a potency from the dose series; inactive = the rest, 99 in 100 with activation fold below about 1.6; also: many of its hits are not listed in these tables
Ins promoter up cell count: also measured in Ins promoter up; calls as there; cell count; measured here: cytotoxicity, nuclei count;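 total cells summed across four imaged fields per well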
Lipid droplet cells 6.5 µM: second read-out of Lipid droplet, no call of its own (marks repeat the call); cell count; measured here: cell count, cytotoxicity flag;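 cells counted across two imaged fields per well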
bCat nuc transl cell count 5 µM: also measured in bCat nuc transl; calls as there; cell count; measured here: cell count, cytotoxicity flag
T cell HTS vesicle-bound %: further read-out of T cell HTS, marked with its call; double positive events, %; measured here: CD8+ vesicle-bound cell fraction;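 binding gate set so that unloaded-vesicle control wells show 10% double positive cells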
MT stabilize HCS Hoechst-high %: further read-out of MT stabilize HCS, marked with its call; % Hoechst-high responders; measured here: nuclear condensation Hoechst responders;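 share of cells brighter than vehicle mean plus two SD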
MT stabilize HCS cytotoxicity %: also measured in MT stabilize HCS; calls as there; toxicity, %; measured here: cytotoxicity by cell density;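 0% = mean cell density of plate MIN control wells and 100% = no cells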
Autophagy mod cell loss 18 h: also measured in Autophagy mod; calls as there; toxicity, %; measured here: cell loss, nuclei count;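 cell loss after 18 h compound exposure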
Active calls of the source: *; i = inactive; ? = inconclusive; / = no result given. Rule as the data show it, unless noted: active = inhibition above about 50%; inactive = the rest.

Sample of the layout (three entries):
SMILES	T cell HTS	T cell HTS vesicle-bound %	PMI inhibitors	Lipid droplet	Lipid droplet cells 6.5 µM	PMI inhibition	Autophagy mod	Autophagy mod cell loss 18 h	bCat nuc transl	bCat nuc transl cell count 5 µM	Ins promoter up	Ins promoter up cell count	MT stabilize HCS	MT stabilize HCS Hoechst-high %	MT stabilize HCS cytotoxicity %	TNAP activation fold
CCOP(=O)(OCC)c1cccc(O)c1	i	53.2	-22.2%	-13.1	697	-5.0%	i	-15.2	-1.4	1117	-0.02	1103	2.1	1.5	3.6	1
CCOC(=O)N1CCN(C(C)C(=O)c2c[nH]c3ccccc23)CC1 (stereo not given)	i	52.8	3.8%	/	/	4.8%	i	10.7	0.4	1100	-0.31	1031	5.2	4.0	6.9	1.2
CC(C)CCNC(=O)c1c(N)n(Cc2ccc3c(c2)OCO3)c2nc3ccccc3nc12	i	13.1	49.6%	/	/	41.6%	i	-4.0	/	/	-0.18	904	3.7	3.7	6.3	1.2

This part in full, repeating the preview:
SMILES	T cell HTS	T cell HTS vesicle-bound %	PMI inhibitors	Lipid droplet	Lipid droplet cells 6.5 µM	PMI inhibition	Autophagy mod	Autophagy mod cell loss 18 h	bCat nuc transl	bCat nuc transl cell count 5 µM	Ins promoter up	Ins promoter up cell count	MT stabilize HCS	MT stabilize HCS Hoechst-high %	MT stabilize HCS cytotoxicity %	TNAP activation fold
CCOP(=O)(OCC)c1cccc(O)c1	i	53.2	-22.2%	-13.1	697	-5.0%	i	-15.2	-1.4	1117	-0.02	1103	2.1	1.5	3.6	1
CCOC(=O)N1CCN(C(C)C(=O)c2c[nH]c3ccccc23)CC1 (stereo not given)	i	52.8	3.8%	/	/	4.8%	i	10.7	0.4	1100	-0.31	1031	5.2	4.0	6.9	1.2
CC(C)CCNC(=O)c1c(N)n(Cc2ccc3c(c2)OCO3)c2nc3ccccc3nc12	i	13.1	49.6%	/	/	41.6%	i	-4.0	/	/	-0.18	904	3.7	3.7	6.3	1.2
CN1C(=O)N(C)C(=O)C2(Cc3cc([N+](=O)[O-])ccc3N(C)C2)C1=O	i	49.0	0.4%	10.7	726	0.7%	i	5.2	-0.2	1112	-0.48	1214	7.9	1.1	8.2	0.9
COCCNC(=O)c1ccc(N2CC3CC(C2)c2cccc(=O)n2C3)c([N+](=O)[O-])c1 (stereo not given)	i	24.7	7.3%	13.1	727	12.5%	i	9.3	1.0	1028	-0.23	1232	1.5	1.1	7.5	1.1
CC(C(=O)c1cn(C)c2ccccc12)c1ccccc1 (stereo not given)	i	35.3	11.7%	-12.6	745	12.8%	i	5.2	-5.9	1199	/	/	1.5	1.6	6.3	1
Fc1ccccc1N1CCN(Cc2ccc3c(c2)OCO3)CC1	i	36.9	7.4%	/	/	-4.1%	i	-47.1	-6.1	908	0.02	1161	3.1	2.0	7.4	1.1
CCN(CC)P(=O)(c1n(CC)cc[n+]1CC)N(CC)CC	i	10.2	-10.7%	-11.2	682	-12.9%	i	-13.8	2.2	989	0.45	1260	3.7	2.3	7.9	1
Cn1c(=O)n(C)c2cc([N+](=O)[O-])c(N3CCNCC3)cc21	i	45.8	4.0%	23.7	790	4.3%	i	9.1	0.9	1077	-0.81	1221	2.3	1.6	0.5	1.1
CN1CCN(c2ccc([N+](=O)[O-])c(N)c2)CC1	i	7.4	20.6%	-3.7	644	21.9%	i	-3.3	-1.2	1124	-0.29	1331	5.5	1.9	5.5	1
CC1CN2c3ccc([N+](=O)[O-])cc3CC3(C(=O)N(C)C(=O)N(C)C3=O)C2C(C)O1 (stereo not given)	i	33.3	/	0.3	794	/	/	/	0.6	1285	0.18	1094	/	/	/	/
Cc1ccsc1C(=O)C1CCCN(Cc2ccn[nH]2)C1 (stereo not given)	i	30.0	3.8%	-4.2	697	1.4%	i	-21.6	-2.1	1241	0.34	1392	3.3	2.7	6.7	1.1
CN1C(=O)C(=Cc2ccc(N3CCCCC3)o2)C(=O)N(C)C1=S	i	52.2	14.4%	/	/	17.0%	i	12.7	-2.8	1385	/	/	2.1	1.3	5.4	0.6
CCOc1ccc(Cc2c(O)[nH]c(=O)[nH]c2=O)cc1	i	10.7	16.1%	6.0	752	8.1%	i	-2.7	/	/	0.33	1226	3.3	2.0	5.2	1.1
O=C(C(=O)N1CCOCC1)c1cn(Cc2ccccc2)c2ccccc12	i	37.5	6.0%	14.8	728	10.7%	i	-1.2	-0.8	1065	-0.77	1319	2.5	1.7	7.5	1.1
O=c1c2ccccc2nc(CNCC2CCCO2)n1-c1ccc(F)cc1 (stereo not given)	i	11.9	-7.7%	3.5	718	-7.7%	i	11.2	-3.8	1066	0.07	1617	2.2	1.6	2.5	1.1
COc1ccc(-c2cc(=NCCC(=O)O)c3cc(C)ccc3o2)cc1	/	/	4.2%	14.2	794	3.9%	i	-1.2	-1.9	1061	1.42	1238	3.9	2.2	8.5	1.1
CC12CCCCC1N(O)CN2O (stereo not given)	i	34.9	-45.5%	/	/	-48.1%	i	1.9	-8.8	980	-0.2	1196	1.7	2.0	7.9	1.2
CC1CCSP(=O)(Oc2ccccc2)O1 (stereo not given)	i	45.7	/	-3.5	755	/	/	/	-1.9	1164	-0.08	1398	/	/	/	/
N#CCCn1cc(C(=O)Nc2ccc([N+](=O)[O-])cc2)c(-c2ccccc2)n1	i	20.4	/	-7.8	646	/	/	/	2.3	1294	-0.17	1125	/	/	/	/
C#CCN(C)[C@H](C)Cc1ccccc1	i	19.1	2.7%	-4.7	737	-6.3%	/	/	-2.5	1191	0.02	1415	/	/	/	1.1
O=C(COC(=O)Cc1ccccc1)Nc1cc(S(=O)(=O)N2CCOCC2)ccc1N1CCCC1	i	33.3	-7.8%	-10.5	524	-9.9%	i	3.5	-0.3	1106	/	/	1.5	2.4	7.6	1
CN1C2CCC1CC(OC(=O)CCN1CCCC1)C2 (stereo not given)	i	39.8	0.6%	1.0	750	-5.9%	i	33.9	-0.7	1044	-0.58	1188	2.1	1.5	6.0	1
Cc1cccc(NC(=O)N2CCCC2)c1	i	30.8	-6.3%	-2.7	755	-7.3%	i	-1.4	-0.6	1532	0.21	1428	4.7	3.2	7.9	1.1
O=[N+]([O-])c1ccc(NCc2ccccc2)c2nonc12	i	39.2	10.4%	2.1	703	43.9%	i	-5.5	-3.9	1107	13.4*	1219*	2.8	2.2	2.4	1.1
CNS(=O)(=O)c1ccc(N=Cc2c(O)n(-c3ccc(C)cc3)c(=O)[nH]c2=O)cc1	i	25.3	/	-1.0	679	/	/	/	-0.6	1285	0.35	1075	/	/	/	/
CNC(=O)Oc1ccc2ncccc2c1	i	42.6	-1.1%	14.4	720	-0.1%	i	11.1	-2.1	593	-0.09	1263	2.8	1.3	8.6	1.1
O=C1NC(=O)C(C(CC(=O)c2ccccc2)c2ccccc2)C(=O)N1 (stereo not given)	i	49.4	-2.8%	-1.2	702	-2.0%	i	-1.8	-1.7	1071	-0.21	1664	2.2	1.5	2.1	1.1
Cc1ccc(N2C(=O)NC(=O)/C(=C\c3ccoc3)C2=O)cc1	i	56.1	-55.1%	-4.1	666	-82.9%	i	-7.4	-1.0	1070	-0.18	1276	2.4	3.4	5.4	1.2
NC1=C([N+](=O)[O-])C(c2ccc3c(c2)OCO3)c2c(c3ccccc3oc2=O)O1 (stereo not given)	i	22.2	/	-3.5	688	/	/	/	1.2	1295	1.16	1004	/	/	/	/
C/C(=N\N1CCCCCC1)c1c(O)n(C)c(=O)n(C)c1=O	i	35.1	/	15.6	693	/	/	/	0.5	1299	0.23	1139	/	/	/	/
Cc1ccc(-c2cc(-c3ccc(C)cc3)[n+](C)o2)cc1	i	35.6	-10.9%	-90.4	519	-10.9%	i	-2.6	/	/	?	/	3.6	3.2	1.8	1.1
CC(=O)NC1C(OC(=O)Cc2ccccc2)OC(COC(C)=O)C(OC(C)=O)C1OC(C)=O (stereo not given)	i	5.9	-9.2%	-1.1	673	-6.0%	i	-13.2	-1.6	1093	1.41	1545	0.9	1.7	11.4	1
Cc1cc(/C=C2\C(=O)NC(=O)N(Cc3ccccc3Cl)C2=O)c(C)n1-c1ccc(C(=O)O)cc1	i	24.3	-17.3%	-18.0	679	3.7%	i	-13.5	3.3	952	0.48	1453	1.2	2.4	7.9	0.9
CCOP(=O)(OCC)C(NC(=O)C(C)C)C(Cl)(Cl)Cl (stereo not given)	i	40.8	-0.5%	/	/	-6.7%	i	-0.3	1.2	1306	-1.29	1555	3.3	2.1	8.2	1.1
O=C1NC(=O)N(CCc2ccc(F)cc2)C(=O)/C1=C\C=C\c1ccccc1	/	/	-22.6%	1.8	700	-32.4%	i	4.0	-0.6	1058	0.82	1092	11.6	1.8	18.2	1
CCOP1(=S)Oc2cc3c(cc2C(C(=O)OC)(C(F)(F)F)O1)OCO3 (stereo not given)	i	17.4	19.6%	-2.2	789	6.0%	i	-14.8	-0.7	1058	-0.05	1270	1.9	2.6	10.6	1.1
O=C1CCN(C(=O)Cc2ccccc2[N+](=O)[O-])CC1	i	25.1	-4.6%	0.0	704	-9.0%	i	7.1	-2.0	555	/	/	2.3	2.0	10.3	1.1
O=C1NC(=S)NC(=O)C12C(c1ccc(F)cc1)NC(=S)NC2c1ccc(F)cc1 (stereo not given)	i	54.7	-5.9%	15.0	778	-17.3%	i	-3.1	-1.2	1211	/	/	0.7	2.0	11.0	1.1

This is a subset; count on the stated rates, not on these rows.
